# tim10-1 inh – growth inhibitors of tim10-1 mutant yeast; S. cerevisiae tim10-1 ts strain growth, BacTiter-Glo, 24 h; inhibition, % at 20 µM; 2.2% of 330,000 active; AID 463190;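 active = inhibition of at least 40%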;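 note: mutant grown at 25 °C; 0% = DMSO wells with yeast and 100% = wells holding no yeast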
# tim23-1 inh – tim23-1 yeast growth inhibition | S. cerevisiae tim23-1 growth, BacTiter-Glo luminescence, 24 h | 1.3% of 330,000 active | inhibition, % at 20 µM;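 active = growth inhibition of the mutant yeast at or above 50%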;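 note: temperature-sensitive mutant grown at 25 °C; plate controls were DMSO-treated mutant yeast for no effect and medium wells lacking yeast for full effect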
# XBP1 UPR activ – adaptive UPR (XBP1) activation | CHO-XBP1 luciferase reporter, IRE1-XBP1 UPR activation, luminescence; percent of tunicamycin response, DMSO as zero | activation, % at 20 µM | 0.33% of 330,000 active;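 active = versus positive control, 20 µM dose yields 30% or more activation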;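 note: 100% = tunicamycin at 10 µg/mL and 0% = DMSO only wells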
#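 Material: CHO cell line with stable XBP1 luciferase reporter; schedule: 16-18 h cell attachment at 37 °C, then 6 h compound exposure; signal: glow luminescence from Steady-Glo reagent; medium: serum-containing F12 medium, 10% FBS; benchmarks: tunicamycin 10 µg/mL and vehicle-only wells; read-out: percent activation relative to tunicamycin reference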
# Jurkat NFkB inh – lowers PMA/ionomycin-induced NF-kB signal in Jurkat cells | PMA/ionomycin-induced NF-kB luciferase reporter, luminescence | inhibition, % at 4 µM | 0.53% of 330,000 active | AID 435003; in the data active = inhibition above about 50%
# 697 NFkB inh – lowers PMA/ionomycin-induced NF-kB signal in 697 B cells. 697 B-cell NF-kB luciferase reporter, 16 h. 0.33% of 330,000 active. AID 435022. inhibition, % at 4 µM; in the data active = inhibition above about 35%
# Mdm2-MdmX inh – inhibitors of human Mdm2/MdmX interaction | O15151+Q00987 | SaOS-2 split-luciferase Mdm2/MdmX complementation, luminescence | inhibition, % at 8 µM | 3% of 330,000 active;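 active = inhibition of at least 50% at 8 µM in the primary screen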
# Target sequence (O15151 whole entry, looked up): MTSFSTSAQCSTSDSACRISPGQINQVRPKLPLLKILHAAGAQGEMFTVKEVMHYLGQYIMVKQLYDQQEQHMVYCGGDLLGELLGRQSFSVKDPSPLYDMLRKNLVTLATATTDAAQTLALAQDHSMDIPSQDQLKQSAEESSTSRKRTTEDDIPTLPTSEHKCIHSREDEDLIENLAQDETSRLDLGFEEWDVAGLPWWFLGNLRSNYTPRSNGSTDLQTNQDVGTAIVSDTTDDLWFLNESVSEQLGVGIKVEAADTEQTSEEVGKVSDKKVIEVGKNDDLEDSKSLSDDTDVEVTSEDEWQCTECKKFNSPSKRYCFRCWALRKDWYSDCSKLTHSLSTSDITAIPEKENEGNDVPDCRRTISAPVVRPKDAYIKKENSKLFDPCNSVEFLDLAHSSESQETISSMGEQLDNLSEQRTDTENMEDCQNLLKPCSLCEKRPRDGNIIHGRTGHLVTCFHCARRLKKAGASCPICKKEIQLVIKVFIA
# Target sequence (Q00987 whole entry, looked up): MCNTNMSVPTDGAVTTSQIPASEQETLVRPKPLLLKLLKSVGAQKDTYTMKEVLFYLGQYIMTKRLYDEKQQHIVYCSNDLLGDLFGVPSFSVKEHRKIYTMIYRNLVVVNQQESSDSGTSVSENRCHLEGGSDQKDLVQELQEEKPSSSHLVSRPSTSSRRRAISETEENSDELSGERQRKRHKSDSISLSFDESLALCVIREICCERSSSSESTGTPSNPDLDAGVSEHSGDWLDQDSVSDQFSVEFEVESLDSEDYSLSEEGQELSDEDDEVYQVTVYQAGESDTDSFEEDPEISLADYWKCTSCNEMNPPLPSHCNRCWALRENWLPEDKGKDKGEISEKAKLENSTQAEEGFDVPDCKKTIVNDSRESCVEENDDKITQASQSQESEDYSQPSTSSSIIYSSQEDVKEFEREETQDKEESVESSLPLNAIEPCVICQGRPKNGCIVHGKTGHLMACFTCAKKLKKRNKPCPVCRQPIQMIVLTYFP
# UPR CHOP act – apoptotic UPR (CHOP) activation; CHO-CHOP luciferase reporter, luminescence; percent of tunicamycin response over DMSO baseline; AID 449763; 0.34% of 330,000 active; activation, % at 10 µM;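 active = at 10 µM dose, activation of 40% or more, normalized to positive control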;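 note: 100% = tunicamycin at 10 µg/mL and 0% = DMSO alone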
#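 System: CHO CHOP reporter cells. Amount: 500 cells per well. Buffer or medium: F12 medium, 10% FBS. Compound dosing: one dose, 10 µM in 0.5% DMSO. Incubation: 6 h compound exposure at 37 °C after overnight seeding. Technique: Steady-Glo luciferase luminescence. Benchmarks: tunicamycin and DMSO controls.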
# TIM10 inh – TIM10 yeast growth inhibition. S. cerevisiae TIM10 strain growth, BacTiter-Glo luminescence, 24 h. inhibition, % at 10 µM. 1.4% of 330,000 active. AID 463195;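 active = inhibition of 40% or more at the single tested concentration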;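 note: wild-type TIM10 isogenic control strain grown at permissive 25 °C; 0% = DMSO yeast wells and 100% = minimal medium wells without yeast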
# An asterisk follows results filed as active; . = not tested or not shown.
# Results follow in this order: tim10-1 inh, tim23-1 inh, XBP1 UPR activ, Jurkat NFkB inh, 697 NFkB inh, Mdm2-MdmX inh, UPR CHOP act, TIM10 inh
Cc1ccc(S(=O)(=O)N2CCOCC2)cc1NC(=O)c1cccc(S(=O)(=O)N2CCCC2)c1
    -8.7, 3.7, -2.1, -7.3, -1.9, -16.4, 0.7, -24.0
CCCN(CCC)C(=O)Cn1c(=O)c2ccccc2n2c(=S)sc(-c3ccccc3C)c12
    21.7, 14.2, -1.4, 1.9, 3.8, 37.1, -0.3, 13.5
O=C(Nc1cccc(F)c1)C1CCN(C(=O)NCc2ccccc2)CC1
    8.5, 0.7, -7.0, 3.1, 7.1, 30.8, 0.5, -18.0
O=C(NCCCN1CCOCC1)[C@@H]1CSC2c3ccccc3C(=O)N21 (stereo partly drawn)
    2.1, 9.9, -0.3, 13.7, 17.2, -3.8, -1.1, 8.5
Cc1ccc(C)c(COc2coc(CN3CCN(C(=O)c4ccco4)CC3)cc2=O)c1
    6.1, 14.6, -1.0, 8.1, 6.8, 12.8, -1.1, 2.0
CCOc1ccc(NC(=O)CN(C)C(=O)CCCOc2ccc(Cl)c(C)c2)cc1OCC
    18.2, 15.8, -1.7, 0.5, -11.6, 7.1, 0.5, -5.9
Cc1nnc(C)n1N1C(=O)c2cccc3cccc(c23)C1=O
    -11.7, -5.5, -4.5, -0.6, -2.4, -7.0, 0.5, -13.3
c1ccc(CCCc2nc(-c3ccccn3)no2)cc1
    3.8, 10.3, -1.0, -45.0, -87.5, -28.6, 6.2, -11.6
CCn1cc(/C=C/C(=O)Nc2ccn(Cc3c(F)c(F)cc(F)c3F)n2)cn1
    20.8, 24.5, -0.5, 16.9, 6.5, 19.6, 0.5, 14.5
Fc1ccccc1Cc1noc(CN(Cc2ccccn2)CC2CCCO2)n1 (stereo not drawn)
    19.3, 21.7, -3.0, -4.4, -2.0, 22.4, -2.0, 2.3
COc1ccc(S(=O)(=O)N(CCC(N)=O)Cc2ccco2)cc1OC
    5.1, 1.6, -0.2, -0.6, 9.1, 8.3, 0.9, 11.6
Cc1cc(C)nc(/N=C2\NC(=O)CC(C(=O)O)N2c2ccc(C)c(C)c2)n1 (stereo not drawn)
    -1.0, -1.8, -3.2, -5.7, 7.4, -9.1, 3.5, 9.5
CCN(C(=O)COC(=O)CNC(=O)c1ccc(F)cc1)C1CCS(=O)(=O)C1 (stereo not drawn)
    -16.1, -4.8, 2.5, 2.5, 4.0, 8.6, 0.1, 1.5
CC(CN1CCCCC1)OC(=O)COc1ccc(Cl)cc1 (stereo not drawn)
    -4.0, -5.1, -3.2, -7.3, -21.3, -3.4, -1.0, -1.2
COCCN1C(=O)c2cc(C(=O)Nc3ccc(C)c(F)c3)ccc2C1Nc1ccc(C)c(F)c1 (stereo not drawn)
    10.7, 13.7, 1.8, -10.0, 2.1, 10.1, 2.7, -1.2
CCOc1ccccc1NC(=O)NCc1ccccc1F
    28.9, 12.9, 4.8, 1.5, -1.1, 16.8, 1.9, 0.5
O=C(CS(=O)(=O)c1cn(Cc2ccccc2Cl)c2ccccc12)N1CCOCC1
    17.7, 15.6, 1.5, 10.0, -11.1, 22.7, 0.1, 22.4
COCCNC(=O)C(C)OC(=O)c1nsc(Cl)c1Cl (stereo not drawn)
    -0.1, -0.3, 2.5, -3.8, 0.8, -0.9, 2.3, -3.9
CCN(CC)C(=O)c1cc(C(C)(C)C)c(O)c(C(C)(C)C)c1
    32.9, 30.0, -0.5, -11.1, -26.7, 3.3, 2.4, 9.4
CCC(C#CCN1CCOCC1)(CC)OCCC#N
    15.5, 4.8, 0.3, 2.7, -9.1, -4.5, -0.5, -4.2
O=C1CC(C(=O)O)(c2ccccc2)c2cccc(F)c21 (stereo not drawn)
    -8.7, -0.7, -0.8, -8.7, -14.0, 16.6, 1.3, -1.6
COCCN1C(=O)N(c2cccc(C)c2)C(=O)C1CC(=O)Nc1ccc(F)cc1 (stereo not drawn)
    -7.4, -2.2, -3.9, 5.8, 1.9, 26.7, 0.7, 1.4
CC(Oc1ccc(Cl)cc1Cl)C(=O)Nc1ccc(O)cc1 (stereo not drawn)
    30.2, 22.9, -3.0, 3.7, 8.6, 9.1, -1.0, 17.8
CCn1ccnc1CNCc1ccc(OCC(O)CN(C)Cc2ccccc2)cc1 (stereo not drawn)
    7.7, -10.8, -2.3, -14.3, 15.9, 9.4, -0.3, -15.9
CCC1=C(OC(=O)N(CC)CC)N2C(=O)OC(=NCCc3c[nH]c4ccccc34)[C@]2(C)[C@H]2C1=CC[C@H]1C(=O)N(CC)C(=O)[C@H]12
    19.8, 16.0, 0.9, 6.6, -3.0, 28.4, -0.4, 14.4
Cc1c(C2(O)CCCCC2)[nH]c2ccc(C#N)cc12
    16.5, 17.1, -2.1, -2.5, 6.0, 18.1, -0.8, 9.6
C#CCOCCOCCOCCNc1nc(N2CCN(C(=O)C(Cc3ccc(O)cc3)n3cc(C(N)CC(C)C)nn3)CC2)nc(N2CCN(C(=O)C(Cc3cc4ccccc4[nH]3)n3cc(C(N)Cc4ccc(O)cc4)nn3)CC2)n1 (stereo not drawn)
    -9.8, 6.3, -2.3, 5.7, 3.0, 14.2, 2.2, 1.2
NC1=NC(=O)C(CC(=O)Nc2ccc3c(c2)OCO3)S1 (stereo not drawn)
    -0.6, 4.0, -1.3, -25.6, 0.0, 0.4, -0.9, -11.3
CCOCCCNC(=O)Cn1nc(-c2ccccc2)ccc1=O
    -11.8, -9.1, -1.4, 6.4, 17.8, 27.7, -1.2, -19.2
C[C@H]1CC[C@]2(O[C@H](CCO)C[C@@H](O)[C@@H]2O)O1
    -13.1, 9.0, 0.1, -3.2, 12.3, 8.7, -2.0, -6.2

# Additional entries.
# Results follow in this order: tim10-1 inh, tim23-1 inh, XBP1 UPR activ, Jurkat NFkB inh, 697 NFkB inh, Mdm2-MdmX inh, UPR CHOP act, TIM10 inh
COc1cccc(-n2c(N)cc(=O)nc2SCC(=O)N2CCN(c3ccccc3)CC2)c1
    -0.7, 17.7, -4.0, 6.6, 19.8, 9.2, 1.2, 15.6
Cc1ccc(-c2ocnc2C(=O)N2CCOCC2)cc1
    0.5, 5.9, -3.5, -2.5, 4.7, 25.1, 1.3, -12.3
C=Cn1c(C(=O)O)ccc1-c1ccc(CC)cc1
    21.8, 16.9, -0.8, -4.2, 13.2, -27.7, 0.8, 9.3
O=C(O)c1ccn(CSc2cc(Cl)ccc2Cl)n1
    -2.1, -1.2, -4.2, -15.6, -2.6, -16.9, -2.7, 3.4
O=C(CNC(=O)c1ccc(-c2ccccc2)cc1)OCc1c(Cl)cccc1Cl
    15.7, -9.0, 3.1, 8.1, -1.1, 35.9, 2.0, 2.4
COc1ccc(-c2sc3cc(OC)ccc3c2-c2ccc(OCCN3CCOCC3)cc2)cc1
    14.4, 25.8, -0.9, ., 6.5, 44.2, 0.1, -5.1
COc1cc(/C=N/n2nnnc2N)ccc1OCc1c(C)no[n+]1[O-]
    7.6, 3.7, 2.8, 12.1, -2.6, 18.2, -1.7, -2.8
O=S(=O)(NCc1ccncc1)c1ccccc1
    -0.2, 1.1, -1.9, 24.4, -7.5, -3.3, 1.5, -0.9
COc1ccc(OC)c(NC(=O)c2c(NC(=O)CCC(=O)O)sc3c2CCCCC3)c1
    32.5, 24.7, 1.4, -16.2, -53.4, -11.2, 3.0, 19.8
CCOC(=O)C1CCN(C(=O)c2ccc(S(=O)(=O)Nc3ccccc3Cl)cc2)CC1
    23.2, 18.8, 0.6, 9.5, -7.5, 5.7, -0.1, 16.3
COc1ccc(OC)c(CC(=O)Nc2cc(S(=O)(=O)N3CCCCC3)ccc2C)c1
    22.2, 24.8, -4.0, 2.9, 5.0, 11.4, -0.5, 6.7
CC1(C)C2CC=C(/C=N/NC(=O)c3ccccc3Br)C1C2 (stereo not drawn)
    20.3, 7.1, 3.2, -5.6, 12.7, -1.0, 0.7, 8.2
CCC(C)COC(=O)c1ccc(C(=O)O)cc1 (stereo not drawn)
    3.0, 3.4, 0.9, -16.7, -15.9, -1.8, 1.0, 6.9
O=C(Nc1ccc(S(=O)(=O)N2CCCC2)cc1)c1c(F)cccc1F
    18.6, 7.8, -0.6, 6.4, -21.8, 16.4, 1.4, 19.1
NC(=O)C1CCCN(C(=O)c2ccc(Cl)cc2)C1 (stereo not drawn)
    10.6, -11.3, -0.8, -9.5, 7.3, -3.4, 2.9, 8.6
O=S(=O)(c1ccccc1F)N1CCC(c2nc3ccccc3[nH]2)CC1
    8.1, 5.5, 1.2, -3.4, 10.8, -3.5, -1.3, -13.7
C/C(N)=C(/C#N)C(=O)COC(=O)c1ccc(NC(N)=O)cc1
    -1.2, 10.9, -2.3, 5.4, 15.8, 12.4, -1.0, -16.2
CCOC(=O)c1ncn2c1C(=O)OC2(C)C
    3.9, 9.3, -4.6, 3.7, -4.7, -11.3, -0.2, -0.4
CC(C)Nc1nc(NC(C)C)nc(OCCOC(=O)Nc2ccccc2)n1
    7.2, 18.7, 0.5, -19.0, -21.6, 14.2, 1.7, 11.5
C1CN(CC2CCN(c3nc4nonc4nc3N3CCSCC3)CC2)CCO1
    13.9, 14.8, -3.0, -8.4, 1.8, 2.0, 1.2, -13.4
COc1ccc(C(=O)Cn2c(NCCO)nc3ccccc32)cc1OC
    21.0, 11.9, -1.9, 5.0, 11.3, 23.4, -1.4, 7.9
CCCC(C(=O)NC1CCCC1)N(Cc1ccc(F)cc1)C(=O)c1snc(C(N)=O)c1N (stereo not drawn)
    -4.2, 25.2, -6.9, -129.4, -102.7, -7.0, 0.8, 19.4
COc1ccccc1-c1nnc(NC(C)=O)s1
    0.8, 8.5, -0.4, -47.6, -49.5, -7.3, 2.2, -2.1
O=C(O)CC(CP(=O)(c1ccccc1)c1ccccc1)C(=O)O (stereo not drawn)
    -9.9, -7.7, -1.7, 0.0, 17.2, -3.8, -0.2, -7.5
CCc1n[nH]c(=S)n1/N=C/c1cc(Br)c(O)c(OC)c1
    -20.9, -12.1, -1.5, -1.3, 36.4*, 22.8, -0.3, -28.2
O=C(O)COc1ccc(/C=N/NC(=O)COc2nsnc2N2CCOCC2)cc1
    9.4, 6.7, -3.6, -2.9, 12.6, 19.3, -0.7, 3.2
O=C(NC(=S)NC1CCSC1=O)c1cccs1 (stereo not drawn)
    26.8, 16.7, 0.5, -4.8, -3.5, 5.2, -0.3, 6.1
O=C1Cc2ccccc2Sc2ccc(O)cc21
    22.0, 35.7, -1.2, 0.6, -20.7, 10.0, 2.2, 13.8
CNC(=S)N1CCC(NC(=O)C(Cc2ccc(OC)cc2)NC(C)=O)CC1 (stereo not drawn)
    -9.4, -10.3, -4.7, 1.3, -13.9, 12.5, 0.0, -14.4
CCCN(C(=O)CCNC(=O)Cn1cnc2ccccc2c1=O)c1cccc(C)c1
    21.2, 12.1, -4.5, -6.1, 1.5, 25.7, 0.2, 1.1

# Exported tab-delimited: part of the list above.
canonical_smiles	tim10-1 inh	tim23-1 inh	XBP1 UPR activ	Jurkat NFkB inh	697 NFkB inh	Mdm2-MdmX inh	UPR CHOP act	TIM10 inh
C1CN(CC2CCN(c3nc4nonc4nc3N3CCSCC3)CC2)CCO1	13.9	14.8	-3.0	-8.4	1.8	2.0	1.2	-13.4
COc1ccc(C(=O)Cn2c(NCCO)nc3ccccc32)cc1OC	21.0	11.9	-1.9	5.0	11.3	23.4	-1.4	7.9
CCCC(C(=O)NC1CCCC1)N(Cc1ccc(F)cc1)C(=O)c1snc(C(N)=O)c1N (stereo not drawn)	-4.2	25.2	-6.9	-129.4	-102.7	-7.0	0.8	19.4
COc1ccccc1-c1nnc(NC(C)=O)s1	0.8	8.5	-0.4	-47.6	-49.5	-7.3	2.2	-2.1

# Screening results: PubChem, Sanford-Burnham Center for Chemical Genomics
